Assay outcomes as filed in PubChem BioAssay.
HP1b binding inh: HP1-beta chromodomain-methylated histone interaction inhibition | AlphaScreen HP1-beta / biotin-H3K9me3 peptide binding | Potency, µM (titrated, usually from 114 µM), for inactives: at the top dose activity change, negative = inhibition, most hits filed as inhibitors | actives 0.56% (n = 390,000) | AID 540317; note: potency is the fitted concentration of half-maximal effect; nearly all actives have a fitted effect of over 70% in size; inactives centre near 23
Target sequence (P83916 whole entry, looked up): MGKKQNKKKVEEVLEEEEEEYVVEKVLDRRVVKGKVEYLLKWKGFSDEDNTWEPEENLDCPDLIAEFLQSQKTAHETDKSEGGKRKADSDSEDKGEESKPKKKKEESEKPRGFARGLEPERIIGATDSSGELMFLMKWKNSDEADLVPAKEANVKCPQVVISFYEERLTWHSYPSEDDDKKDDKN
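HP1-beta protein (50 nM final) preincubated 30 min at room temperature with biotinylated H3(1-18)K9me3 peptide (50 nM) in PBS pH 7.4, 0.01% Tween-20, then compound added for 30 min. AlphaScreen streptavidin donor/nickel chelate acceptor beads (10 ug/mL final), 30 min dark, luminescence read.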
rTrxR1 inhibitor: blocks rat thioredoxin reductase 1; recombinant rTrxR1, NADPH fluorescence consumption, selenite substrate; Potency, µM (highest dose often 114 µM), without a hit: at the highest dose activity change, negative = inhibition, actives largely listed as inhibitors; actives 1% (n = 390,000); note: potency is the fitted concentration of half-maximal effect; % is set by controls: 0 for no effect and ±100 for the full control effect; nearly all actives have a fitted effect of over 65% in size
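Rat TrxR1 (90 nM in the dispensed reagent) was pre-reduced with 400 uM NADPH for 5 min at room temperature, then incubated with compound for 15 min. After 400 uM selenite was added, NADPH fluorescence (Ex 340/Em 450 nm) was followed for 8 min.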
TrxR1 substrate: is turned over as a substrate by rat TrxR1; purified TrxR1 substrate turnover, NADPH consumption readout; Potency, µM (doses to about 114 µM), inactives show top-dose activity change, negative = substrate turnover; actives 0.01% (n = 390,000); AID 588456; note: potency is the fitted concentration of half-maximal effect; % is set by controls: 0 for no effect and ±100 for the full control effect; nearly all actives have a fitted effect of over 50% in size
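Rat TrxR1, dispensed at 90 nM, was prereduced with 400 uM NADPH (final) for 5 min at ~22 deg C, then incubated with compound 15 min before 400 uM selenite. A first-read NADPH fluorescence drop versus no-compound background flagged substrates.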
mIDH1 inhibitor: human IDH1 R132H inhibition; O75874; IDH1-R132H enzyme, NADPH consumption, diaphorase/resazurin fluorescence; Potency, µM (series often up to 76.6 µM), without a hit: at the highest dose activity change, negative = inhibition, hits mostly inhibitors; actives 0.093% (n = 390,000); AID 602179; note: potency is the fitted concentration of half-maximal effect; % is set by controls: 0 for no effect and ±100 for the full control effect; nearly all actives have a fitted effect of over 65% in size
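IDH1-R132H (0.5 ug/mL) preincubated 30 min with compound, then NADPH (0.016 mM) and alpha-KG (2 mM) added; 80 min at RT, pH 7.5. Remaining NADPH coupled via diaphorase/resazurin to fluorescence (540/590 nm); concentration-response curves normalized to no-enzyme control.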
PGK inhibitor: T. brucei PGK inhibition; P07378; PGK/GAPDH coupled, Kinase-Glo luminescence, 60 min; Potency, µM (titrated, usually from 57.5 µM), for the others: at the highest dose activity change, negative = inhibition, most hits filed as inhibitors; actives 0.043% (n = 380,000); note: potency is the fitted concentration of half-maximal effect; % is set by controls: 0 for no effect and ±100 for the full control effect; nearly all actives have a fitted effect of over 60% in size
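Luminescent ATP detection (Kinase-Glo Plus) follows a 60-minute room-temperature incubation, with wells lacking PGK as controls. Buffer: 100 mM TEA (pH 7.6), 5 mM MgCl2, 0.01% Tween-20. Coupling enzyme GAPDH (100 nM final) supplies unstable 1,3-BPG in-well.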
PI4K2A inh: blocks human PI4K2A kinase activity | actives 0.13% (n = 420,000) | Q9BTU6 | activity change, negative = inhibition, % at 76.9 µM | purified PI4K2A, ADP-Glo luminescence, 1 h; hits give low values | AID 1346378; in the data active = activity change below about -50%; inconclusive = mostly about -30% to -49%;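 note: -100% = wells without enzyme as full effect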
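PI4K2A activity was measured by ADP-Glo luminescence: enzyme (4 ug/mL stock) and phosphatidylinositol (1.2 mM stock) in Tris pH 7.5/MgCl2/EGTA/Triton X-100 buffer were reacted with ATP (300 microM stock) for one hour at ambient temperature.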
GLS inhibitor: inhibitors of human glutaminase (GLS); AID 624170; actives 0.21% (n = 410,000); O94925; Potency, µM (highest dose often 45.5 µM), for the others: top-dose activity change, negative = inhibition, usual class: inhibitors; GLS enzymatic activity, qHTS titration; note: potency is the fitted concentration of half-maximal effect; % is set by controls: 0 for no effect and ±100 for the full control effect
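Two-point fluorescence kinetic (t0, 30 min RT) for hKGA; glutamate detected via glutamate oxidase–HRP–Amplex Red. Substrate: 1 mM L-glutamine solution; buffer 45 mM KH2PO4, pH 8.2.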
USP1-UAF1 inh: USP1/UAF1 (human) deubiquitinase inhibition; O94782; recombinant USP1/UAF1, Ub-Rhodamine cleavage fluorescence; Potency, µM (top dose mostly 57.1 µM), for inactives: at the highest dose activity change, negative = inhibition, usual class: inhibitors; actives 0.23% (n = 390,000); note: potency is the fitted concentration of half-maximal effect; % is set by controls: 0 for no effect and ±100 for the full control effect; nearly all actives have a fitted effect of over 60% in size; inactives centre near -12
Target sequence (O94782 whole entry, looked up): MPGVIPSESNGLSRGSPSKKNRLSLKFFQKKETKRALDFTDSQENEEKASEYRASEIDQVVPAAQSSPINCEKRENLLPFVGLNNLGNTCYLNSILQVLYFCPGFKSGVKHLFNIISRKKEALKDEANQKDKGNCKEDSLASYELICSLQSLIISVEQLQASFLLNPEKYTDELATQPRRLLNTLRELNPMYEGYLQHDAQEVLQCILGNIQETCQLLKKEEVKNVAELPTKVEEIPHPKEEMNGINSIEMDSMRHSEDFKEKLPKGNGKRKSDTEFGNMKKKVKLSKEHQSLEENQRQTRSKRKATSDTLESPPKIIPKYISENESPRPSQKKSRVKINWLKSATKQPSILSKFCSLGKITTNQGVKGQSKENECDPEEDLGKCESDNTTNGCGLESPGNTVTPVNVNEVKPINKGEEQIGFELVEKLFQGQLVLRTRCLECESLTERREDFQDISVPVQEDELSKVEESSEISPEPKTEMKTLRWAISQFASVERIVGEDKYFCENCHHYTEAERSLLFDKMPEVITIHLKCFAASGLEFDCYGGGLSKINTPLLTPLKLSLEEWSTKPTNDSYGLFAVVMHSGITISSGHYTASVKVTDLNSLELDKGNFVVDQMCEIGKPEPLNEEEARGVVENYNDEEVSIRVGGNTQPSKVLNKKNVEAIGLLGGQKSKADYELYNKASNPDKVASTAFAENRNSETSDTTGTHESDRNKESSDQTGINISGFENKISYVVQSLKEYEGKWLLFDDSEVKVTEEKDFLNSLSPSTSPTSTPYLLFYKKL
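USP1/UAF1 complex at 1 nM was preincubated with compound for 15 min at room temperature, then Ub-Rho substrate (150nM final) was added. Fluorescence (480/540 nm) was read kinetically, 6 reads every 60 seconds.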
Pin1 inh: human Pin1 inhibition; Q13526; Pin1 FP peptide displacement, HiFluor488, 10 min; Potency, µM (top dose mostly 115 µM), without a hit: top-dose activity, negative = inhibition, usual class: inhibitors; actives 0.009% (n = 390,000); AID 504891; active = well fitted inhibition curve with a large enough effect in the polarisation, with a control signal flat, not every such curve was filed as active; inconclusive = small, poorly fitted or top-dose-only effect, or effect the other way, or a change in a side signal; inactive = no such curve, though single readings can be large or run the other way; the % refers to the polarisation; note: potency is the fitted concentration of half-maximal effect; % is set by controls: 0 for no effect and ±100 for the full control effect
Active calls of the source: *; i = inactive; ? = inconclusive; . = not tested or not shown; [ ] = another dose, or the depositor's remark. Unless noted, calls come from the whole dose curve; as a rule, active = well fitted curve in the direction sought with a large enough effect; inconclusive = small, poorly fitted or top-dose-only effect, or another doubt; inactive = no such curve, though single readings can be large; an effect the other way counts as inactive or inconclusive.

1	COc1cccc(C2[C@H](C)C3(CCN2C)OCCO3)c1 (stereo partly specified)
2	COc1ccccc1C(=O)NCCC(=O)Nc1cccc(S(=O)(=O)N2CCCC2)c1
3	Cc1ccc(C)n1-c1ccc(C(=O)NN)cc1
4	Cc1cc(CN(C)C(=O)c2cc(COc3ccc(C)c(C)c3)on2)n[nH]1
5	c1ccc(NCc2nnc3n2CCCCC3)cc1
6	COc1ccc(NC(=O)C(OC(=O)c2ccc([N+](=O)[O-])o2)c2ccccc2)cc1Cl (stereo unspecified)
7	O=C(NNC(=S)Nc1ccc(Cl)cc1)c1ccccc1
8	COc1ccc(NC(=O)N2CCC(n3nnc4cc(C)ccc43)CC2)cc1
9	O=C(CCN1C(=O)/C(=C/c2ccccc2Cl)SC1=S)NNC(=O)c1cccnc1
10	CC(=O)N1CC(C)Oc2ccc(S(=O)(=O)NC(CC(=O)O)c3ccccc3C)cc21 (stereo unspecified)
Compound	1	2	3	4	5	6	7	8	9	10
HP1b binding inh	30%	13%	11%	5%	16%	-14%	1%	28%	34%	34%[activator]
rTrxR1 inhibitor	9%	16%	0%[57.1 µM]	1%	4%	-8%	?	-13%[57.1 µM]	20%[57.1 µM]	11%
TrxR1 substrate	3%[57.1 µM]	0%	15%[57.1 µM]	-2%	3%	-5%	-8%	-7%	8%[57.1 µM]	0%
mIDH1 inhibitor	4%	2%	1%	12%	1%	-3%	-12%	1%	7%	6%
PGK inhibitor	0%	-2%	-7%	-2%	.	8%	1%	-2%	3%	-5%
PI4K2A inh	1	3	-82*	5	-4	-1	-2	7	-4	2
GLS inhibitor	7%	0%	?	-5%	15%	6%	16%	11%	-6%	1%
USP1-UAF1 inh	4%	-2%	-16%	-7%	-4%	-7%	-6%	-3%	-18%	-21%
Pin1 inh	-1%	6%	?	8%	1%	-2%	3%	-7%	10%	1%

11	COC(=O)C1CCN(C(=O)C(C)Oc2ccc(Cl)cc2Cl)CC1 (stereo unspecified)
12	CC(=O)N1CCCc2cc(S(=O)(=O)Nc3cccc(C)c3C)ccc21
13	CCOc1ccc(CNC(=O)CN2C(=O)CCn3nc(-c4cn(C)c5ccccc45)cc32)cc1OC
14	CN(C)CC(C(=O)c1ccccc1)c1ccccc1 (stereo unspecified)
15	COc1ccc(CNC(=O)COc2ccc(S(=O)(=O)N3CCCCC3)cc2)cc1
16	C=CC1=C(C(=O)O)N2C(=O)C(NC(=O)Cc3ccccc3)C2SC1 (stereo unspecified)
17	O=C1CCCN1CCCNc1ncnc2c1cnn2-c1ccc(Cl)cc1
18	Cc1ccc(OCC(=O)Nc2cccc(OCc3cc(=O)n4cccc(C)c4n3)c2)cc1C
19	Cc1nn(-c2ccccn2)c2c1-c1nc(N3CCOCC3)ncc1CC2
20	Cn1c2ccc(F)cc2c2nc3ccccc3nc21
Compound	11	12	13	14	15	16	17	18	19	20
HP1b binding inh	28%	55%[activator]	12%[57 µM]	58%[activator]	34%	79µM*	46%[activator]	26%[57 µM]	24%	74%[activator]
rTrxR1 inhibitor	7%	-16%	9%[57.1 µM]	?	-6%	?	21%	11%[57.1 µM]	-7%	30%
TrxR1 substrate	1%	8%	-3%[57.1 µM]	6%	-8%	7%	17%	-1%[57.1 µM]	110%[activator]	7%
mIDH1 inhibitor	2%	0%	12%	7%	10%	-1%	2%	17%	4%	-3%
PGK inhibitor	5%	i	-6%	i	i	-29%	-6%	-15%	-5%	1%
PI4K2A inh	6	2	-8	34	-1	-11	-3	1	-16	1
GLS inhibitor	0%	-5%	-10%	-1%	-7%	?	-1%	?	8%	-5%
USP1-UAF1 inh	3%	-14%	-16%	-23%	-20%	?	-18%	4%	7%	?
Pin1 inh	2%	-4%	-2%	-6%	5%	.	-4%	57%[activator]	-11%	?

21	Cc1[nH]c2ccccc2c1C(=O)COc1ccccc1
22	Cc1ccc(-n2nc(C)c3c2OC(N)=C(C#N)C3c2ccc(C)o2)cc1 (stereo unspecified)
23	O=C(Nc1cccc([N+](=O)[O-])c1)Nn1cnnc1
24	CCC1=C(OC(=O)c2ccccc2)C(C)(C)C(c2ccccc2)OC1=O (stereo unspecified)
25	C/C(=N\NC(=O)c1ccco1)c1ccc(NC(=O)C(F)(F)F)cc1
26	Cc1ccc(C(=O)COC(=O)CNC(=O)C(c2ccccc2)c2ccccc2)cc1[N+](=O)[O-]
27	Cc1nn(CC(=O)NC2CC2)c(=O)c2cc3cc(F)ccc3n12
28	Cc1csc(NC(=O)CN2C(=O)C3CC=CCC3C2=O)n1 (stereo unspecified)
29	CCCCN1C[C@H](C)[C@@H](CC(=O)Nc2ccc(OC)cc2)C1=O
30	CC(C)c1ccc(NC(=O)C(C)N(c2ccccc2)S(C)(=O)=O)cc1 (stereo unspecified)
Compound	21	22	23	24	25	26	27	28	29	30
HP1b binding inh	41%[activator]	-26%	15%	69%[activator]	29%	34%	28%	26%	.	17%
rTrxR1 inhibitor	3%	?	-7%	3%[57.1 µM]	10%	17%	1%	1%	.	7%
TrxR1 substrate	2%	6%[57.1 µM]	-11%	-8%[57.1 µM]	1%	-5%	6%	-1%	.	-1%
mIDH1 inhibitor	10%	13%	0%	7%	5%	3%	8%	3%	-3%	14%
PGK inhibitor	-4%	-6%	-5%	-10%	-3%	-5%	10%	2%	-9%	1%
PI4K2A inh	-2	-4	1	-2	-3	8	2	-2	-5	1
GLS inhibitor	0%	1%	-11%	-2%	-6%	-2%	6%	3%	3%	-11%
USP1-UAF1 inh	-12%	?	-18%	?	-20%	-10%	-20%	-7%	?	-11%
Pin1 inh	1%	-1%	-7%	3%	-5%	?	1%	4%	.	?

Looked up above.
C/C(=N\NC(=O)c1ccco1)c1ccc(NC(=O)C(F)(F)F)cc1 @ Pin1 inh = -5%
CCCCN1C[C@H](C)[C@@H](CC(=O)Nc2ccc(OC)cc2)C1=O @ mIDH1 inhibitor = -3%
Cc1nn(CC(=O)NC2CC2)c(=O)c2cc3cc(F)ccc3n12 @ TrxR1 substrate = 6%

The list continues.
31	COc1ccc(-n2c(C)cc(C(=O)Cn3nc(C(=O)O)c4ccccc4c3=O)c2C)cc1
32	COC(=O)c1cc2oc3ccccc3c2n1Cc1ccc(Cl)cc1
33	COc1ccc(-c2nnc(SCC(=O)NC3CCCCC3)o2)cc1
34	COc1cccc(-n2nnnc2SCC(=O)c2ccc(NC(C)=O)cc2)c1
35	COc1ccc(N2CCN(C(=O)Cn3cnc4c3c(=O)n(C)c(=O)n4C)CC2)cc1
36	CCOc1ccc(CC2S/C(=N/N=C/c3ccco3)NC2=O)cc1 (stereo unspecified)
37	Clc1nc2ccccc2cc1-c1nnn(-c2ccccc2Br)n1
38	O=C(NC(Cc1ccccc1)C(=O)O)/C(=C/c1ccc(Cl)cc1)NC(=O)c1ccco1 (stereo unspecified)
39	Cn1c(=O)[nH]c(=O)c2c1nc(SCCN1CCOCC1)n2CCCc1ccccc1
40	COc1ccc(C2(C(=O)N3CCC(n4nc(-c5ccccc5)oc4=O)CC3)CC2)cc1
Compound	31	32	33	34	35	36	37	38	39	40
HP1b binding inh	-21%	64%[activator]	21%	29%	29%	41%	7%	0%	25%	44%[activator]
rTrxR1 inhibitor	-11%	25%	6%	13%	18%[57.1 µM]	17%	14%	5%	-6%[57.1 µM]	6%
TrxR1 substrate	-8%	45%[activator]	-1%	0%	9%	4%	-4%	0%	1%[57.1 µM]	-8%
mIDH1 inhibitor	3%	.	6%	2%	-1%	6%	-8%	-2%	2%	-9%
PGK inhibitor	-2%	.	-8%	i	5%	-1%	-6%	-4%	1%	i
PI4K2A inh	-2	0	-1	-9	0	1	0	-5	-7	-4
GLS inhibitor	7%	-11%	-1%	-5%	24%	0%	-4%	?	5%	-2%
USP1-UAF1 inh	2%	?	?	-17%	-16%	-22%	-14%	1%	-2%	-5%
Pin1 inh	25%	5%	-6%	0%	3%	1%	3%	-2%	1%	-6%

Screen by screen, from the results shown:
Pin1 inh for nos. 31 to 39 → 25%, 5%, -6%, 0%, 3%, 1%, 3%, -2%, 1%
rTrxR1 inhibitor for nos. 31 to 39 → -11%, 25%, 6%, 13%, 18%[57.1 µM], 17%, 14%, 5%, -6%[57.1 µM]

The list is partial; rates above refer to the full screens.
